GDH-TPI inh = GDH-TPI coupling enzyme inhibitors, primary screen, artefact control for M. tuberculosis FBA inhibitor project, biochemical, absorbance, full deck; 360,000 tested, 1.2% active; GDH-TPI coupled enzyme counterscreen, NADH absorbance; inhibition, % at 4.8 µM;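 further: 0% = DMSO wells and 100% = wells lacking the enzyme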
FBA Mtb inh = Mtb FBA enzyme inhibitors, primary screen, biochemical, fluorescence, strain H37Rv. 360,000 tested, 2.3% active. purified M. tuberculosis FBA, fluorescence read-out. inhibition, % at 1 µM; in the data active means inhibition above about 27%;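 further: 0% = vehicle and 100% = reference inhibitor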
Target sequence (P9WQA3 whole entry, looked up): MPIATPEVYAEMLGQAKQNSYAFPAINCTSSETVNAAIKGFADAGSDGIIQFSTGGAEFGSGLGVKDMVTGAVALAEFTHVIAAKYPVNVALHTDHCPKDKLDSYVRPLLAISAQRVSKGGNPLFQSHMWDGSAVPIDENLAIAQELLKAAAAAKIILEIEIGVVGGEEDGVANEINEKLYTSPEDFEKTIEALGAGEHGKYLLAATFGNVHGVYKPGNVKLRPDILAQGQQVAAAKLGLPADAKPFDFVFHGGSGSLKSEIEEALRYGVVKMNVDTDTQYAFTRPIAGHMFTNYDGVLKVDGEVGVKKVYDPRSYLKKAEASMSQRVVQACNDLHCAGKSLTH
PrPC TRFRET = inhibitors of human cell surface prion protein PrPC, primary screen, cell-based, TR-FRET. TR-FRET read-out. 370,000 tested, 0.43% active. inhibition, % at 13.8 µM; in the data active means inhibition above about 24%; further: 0% = median of the test wells and 100% = reference compound wells
BoNT F protease = BoNT/F light chain protease inhibitors, primary screen, biochemical, flow cytometry, MLPCN library. Botulinum neurotoxin type F light chain protease (Clostridium botulinum). Multiplex microsphere protease cleavage assay. inhibition, % at 10 µM. 360,000 tested, 0.22% active. AID 588497, 2011; in the data active means inhibition above about 35%, passing the limit was not always enough; inconclusive means no clear call, values can overlap the other calls; further: plate controls were buffer without enzyme for full effect and enzyme alone for no effect
UGM FP inh = M. tuberculosis UGM enzyme inhibitors, primary screen, biochemical, fluorescence polarization, single point | purified UGM, fluorescence polarization probe displacement | inhibition, % at 10 µM | 320,000 tested, 0.06% active | AID 504406, 2011; in the data active means inhibition above about 10%, passing the limit was not always enough; inconclusive means no clear call, values can overlap the other calls
Target sequence (P9WIQ1 whole entry, looked up): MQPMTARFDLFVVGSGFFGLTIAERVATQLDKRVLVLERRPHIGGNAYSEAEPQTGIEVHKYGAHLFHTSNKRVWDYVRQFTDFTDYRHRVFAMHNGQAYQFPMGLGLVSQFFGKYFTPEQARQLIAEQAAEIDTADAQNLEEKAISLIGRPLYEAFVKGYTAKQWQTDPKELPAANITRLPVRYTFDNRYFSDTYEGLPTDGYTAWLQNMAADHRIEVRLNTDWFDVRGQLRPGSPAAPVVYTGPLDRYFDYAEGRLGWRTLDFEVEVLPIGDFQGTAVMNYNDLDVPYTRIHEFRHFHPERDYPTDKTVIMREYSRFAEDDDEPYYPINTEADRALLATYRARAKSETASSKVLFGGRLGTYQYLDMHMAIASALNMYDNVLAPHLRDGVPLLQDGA
CCHF vOTU inh = CCHFV vOTU protease inhibitors, primary screen, biochemical, Pep-AMC substrate, fluorescence | Crimean-Congo hemorrhagic fever virus L polyprotein viral ovarian tumor (vOTU) protease … | inhibition, % at 11.5 µM | 370,000 tested, 0.55% active; further: 0% = vehicle wells with enzyme and 100% = no enzyme wells
BioA inh = M. tuberculosis BioA enzyme inhibitors, primary screen, biochemical, plate reader, single point, HTS; 7,8-diaminopelargonic acid synthase BioA (Mycobacterium tuberculosis); purified M. tuberculosis BioA enzyme; inhibition, % at 9.99 µM; 360,000 tested, 0.096% active; AID 602481, 2012; in the data active means inhibition above about 40%; inconclusive means no clear call, values can overlap the other calls
BoNT-A LC inh2 = BoNT/A light chain protease inhibitors, primary screen, biochemical, flow cytometry, MLPCN library | 360,000 tested, 0.17% active | inhibition, % at 10 µM | Botulinum neurotoxin type A light chain protease (Clostridium botulinum A str. ATCC 3502) | multiplex microsphere protease substrate cleavage; in the data active means inhibition above about 30%; inconclusive means no clear call, values can overlap the other calls; further: plate controls were buffer without enzyme for full effect and enzyme alone for no effect
FadD28 binding = inhibitors of FadD28 bisubstrate probe binding, primary screen, biochemical, fluorescence polarization, single point. Mycobacterium tuberculosis FadD28 fatty-acid-AMP ligase. inhibition, % at 12.5 µM. 360,000 tested, 0.22% active. AID 588549, 2011; in the data active means inhibition above about 8.5%, passing the limit was not always enough; inconclusive means no clear call, values can overlap the other calls
Starred values were filed as active, the others as inactive; ? = inconclusive; / = no result given. Unless noted, no stated cut-off is given here; in the data, active means inhibition above about 30%; inactive means the rest.

item	Compound	GDH-TPI inh	FBA Mtb inh	PrPC TRFRET	BoNT F protease	UGM FP inh	CCHF vOTU inh	BioA inh	BoNT-A LC inh2	FadD28 binding
1	CC(=O)N1c2ccc(S(=O)(=O)NCCC(=O)NCc3ccc(N(C)C)cc3)cc2CC1C (configuration not stated)	3	0	-4	1	0.2	-1	-1.0	-1.2	-0.6
2	O=C(CCC(=O)OCCCC(F)(F)C(F)(F)F)Nc1ccc(Cl)cc1Cl	-9	-1	5	3	-1.7	22	9.0	-0.7	-5.2
3	CCOc1ccc(Nc2cc(=O)n(C)c(=O)n2C)cc1	0	0	1	/	0.6	-4	/	/	-0.5
4	CC(C)C1Oc2cc3oc(=O)ccc3cc2C1=O (configuration not stated)	16	115*	-3	-4	1.5	-92	-1.2	0.0	-0.3
5	C=CCN1C(=O)C(O)(CC(=O)c2ccc(OC)cc2OC)c2cc(Br)ccc21 (configuration not stated)	6	4	3	?	-2.8	3	-3.9	-1.0	-2.2
6	CS(=O)(=O)N(CC(=O)Nc1ccc(F)cc1F)C1CCCCC1	0	-1	4	-22	-0.1	-5	-1.1	-1.5	-9.1
7	CCCC(=O)C1C(=O)CC(C)(C)C(c2cc(C)no2)C1=O (configuration not stated)	4	2	3	9	1.6	3	-1.3	1.5	1.6
8	COCCOC(=O)C1=C(C)NC(=O)NC1c1ccc(OC(=O)c2ccco2)c(OC)c1 (configuration not stated)	16	1	4	-6	0.9	22	1.6	-0.5	-2.0
9	COc1cc(OC)cc(C2=Cc3ccc(OC)cc3C(CC(C)=O)N2c2ccc(C#CC3(N)CCCCC3)cc2)c1 (configuration not stated)	/	/	-15	-5	/	14	/	7.6	/
10	CCSc1ccccc1-c1nc(-c2ccncc2)no1	15	1	7	-6	1.0	-6	-0.9	1.3	-1.9
11	N#Cc1cccc(NC(=O)CCN2C(=O)C3CCCCC3C2=O)c1 (configuration not stated)	2	-2	-1	2	4.1	-1	-1.9	-0.8	-0.8
12	O=C(Nc1ccc2c(c1)OCO2)C1CCCN1C(=O)Nc1ccccc1 (configuration not stated)	-13	2	6	-14	1.1	8	-1.5	-0.1	-2.1
13	Cc1cc(=O)n(CCc2ccccc2)c(O)c1C#N	16	10	-6	6	2.4	19	-1.2	-0.3	1.6
14	COCC(=O)N(c1ccccc1)C(C)C(=O)OC (configuration not stated)	3	-1	-3	-5	3.0	1	-1.0	-1.2	0.0
15	Cc1cccc(C(=O)N2CCCCCC2)c1[N+](=O)[O-]	2	2	1	-4	-1.1	-6	/	-0.1	-1.5
16	Cn1c(CO)cnc1SCc1ccc(Cl)cc1	-8	0	-4	-3	0.1	23	-0.5	-0.3	-2.2
17	CN(CC(=O)Nc1ccc(F)cc1)CC(=O)Nc1ccc(Cl)c(S(=O)(=O)N2CCOCC2)c1	4	3	0	-3	-2.1	-7	-0.1	-0.2	-0.9
18	CS(=O)(=O)N(CC(=O)Nc1c(F)cccc1F)c1ccc(C23CC4CC(CC(C4)C2)C3)cc1	6	0	0	-10	0.5	2	0.8	-0.2	-0.4
19	CCCCCc1ccc(-c2cn(CCCOCc3ccccc3)nn2)cc1	11	2	3	0	-0.2	4	-6.5	0.4	0.5
20	CCN(CC)C(=O)C1=C(C)N(Cc2ccccc2)C(=O)C(CC(=O)NC2CCCC2)C1 (configuration not stated)	-7	-2	-4	-4	/	4	-1.1	-0.2	-0.1
21	CCN1CCN(C(=O)c2cc3cc([N+](=O)[O-])ccc3oc2=O)CC1	-4	0	-3	/	1.4	22	/	/	0.2
22	CCN(CC)CCN(Cc1cc2cc3c(cc2[nH]c1=O)OCCO3)C(=S)NCC1CCCO1 (configuration not stated)	3	6	1	3	1.8	-11	/	-0.3	1.0
23	O=c1c2ccccc2oc2ccc(-c3ccc4[nH]ccc4c3)cc12	0	2	14	-3	1.0	3	0.9	-0.1	-5.8
24	CC(C)CCN1CCN(Cc2ccc(Sc3nncn3C)o2)CC1CCO (configuration not stated)	1	2	0	-3	-2.4	-12	/	-0.1	-0.9
25	CC1Cc2ccccc2N1S(=O)(=O)c1cccc(C(=O)OCC(=O)NCc2ccco2)c1 (configuration not stated)	10	1	2	-4	-0.9	-7	-1.2	0.4	-0.1

Additional entries follow.
item	Compound	GDH-TPI inh	FBA Mtb inh	PrPC TRFRET	BoNT F protease	UGM FP inh	CCHF vOTU inh	BioA inh	BoNT-A LC inh2	FadD28 binding
26	CCOc1ccccc1CN1CCN(S(=O)(=O)CC)CC1	0	3	4	-6	1.3	-15	-0.9	-1.8	-1.6
27	CSc1cccc(NC(=O)CSc2ccc(C)cc2)c1	0	2	7	-22	-0.2	9	-0.8	-0.9	0.3
28	CCc1ccc(CN(C)CC(=O)Nc2ccccc2[N+](=O)[O-])cc1	2	5	2	-7	-1.7	14	-3.3	-0.3	0.1
29	COc1cccc(NC(=S)N2CCCN(Cc3ccc(F)cc3)C2)c1	1	1	-9	-1	-1.4	0	/	0.3	-2.9
30	CCn1nc(C)c(CNC(=O)CCc2nnc(-c3ccc(C(C)=O)s3)o2)c1C	-10	7	-4	-3	-2.5	8	7.5	-0.2	-2.5
31	c1cncc(-c2ccc3ncnc(NCc4cccs4)c3c2)c1	0	1	-8	4	2.6	1	3.5	-0.1	-3.1
32	COc1ccccc1OCCn1c(=O)oc2ccc(C)cc21	12	0	-4	2	-1.9	-10	0.7	1.0	-2.2
33	CC1CN(C(=O)/C(=C/c2ccco2)NC(=O)c2ccccc2)CC(C)O1 (configuration not stated)	9	0	-7	0	-0.4	-14	-0.4	0.7	-0.6
34	Cc1[nH]n(-c2ccccc2)c(=O)c1C(=O)c1ccc([N+](=O)[O-])cc1	1	-1	-17	-9	2.7	7	/	0.0	1.0
35	CC1CCCCN1S(=O)(=O)c1ccc(S(=O)(=O)N2CCCC2)cc1 (configuration not stated)	-1	-2	4	-1	0.7	7	-1.2	-3.6	-2.5
36	CC1(C)OC2CC3C4CCC5=CC(=O)C=CC5(C)C4(F)C(O)CC3(C)C2(C(=O)CO)O1 (configuration not stated)	-10	-2	8	-1	/	0	0.4	0.1	-3.6
37	CCn1c(N2CCN(S(=O)(=O)c3ccccc3C(F)(F)F)CC2)nc2ccccc21	6	6	-4	-10	-0.3	-2	1.2	0.1	1.9
38	Cc1csc(NC(=O)C2CCCCN2S(=O)(=O)c2ccccc2)n1 (configuration not stated)	1	1	-4	-1	-1.3	-2	/	-0.6	-1.1
39	Cc1ccc(C(=O)NC(=S)NCCCN2CCOCC2)cc1	-6	0	0	-1	-2.7	-13	0.2	-0.3	-0.9
40	COc1cc(-n2c(C)nc3cccnc32)c(Cl)cc1C(=O)O	-1	2	7	-10	-0.4	23	-1.3	2.5	-1.9
41	Nc1nc(-c2ccco2)nn1C(=O)c1ccc(F)cc1	-12	2	-6	-3	/	-13	-1.3	2.1	-4.9
42	COc1cccc(CN2CC(C(=O)NCc3ncc(C)[nH]3)CCC2=O)c1 (configuration not stated)	1	-3	-3	6	0.0	-3	0.0	-2.0	2.6
43	O=C(CCCc1nc(-c2ccc(Cl)cc2)no1)NC1CCCCC1	-3	0	6	4	3.0	8	-2.8	2.4	-1.1
44	CSc1cccc(NC(=S)N2CCC(N(C)C3CCCC3)CC2)c1	-1	0	2	-4	-0.9	5	1.2	0.5	-5.2
45	CSc1ncc2c(=O)[nH]c(-c3ccccc3)nc2n1	19	1	-4	14	1.5	0	-0.9	0.5	-2.5
46	O=C(N/N=C/c1ccc(N2CCOCC2)cc1)c1ccncc1	26	-1	-3	-31	-5.1	17	-3.3	-0.6	0.2
47	CCCCn1c(O)c(/C(CC)=N/N2CCCCC2c2cccnc2)c(=O)[nH]c1=S (configuration not stated)	24	2	13	-5	-1.4	3	-1.1	0.7	-1.7
48	Cc1ccc(CCN2CC(C(=O)N3CCC4(CC3)OCCO4)CC2=O)cc1 (configuration not stated)	7	-1	-4	3	1.5	-3	/	-0.6	-2.9
49	COc1cccc(NC(=O)Nc2cccc(C)n2)c1	-7	1	-2	-30	2.5	-6	1.3	-0.6	-0.8
50	COc1ccc(Cc2nnc(NC(=O)c3c(-c4ccccc4)noc3C)s2)cc1	-7	3	6	-1	2.0	-6	0.6	-0.4	-9.3

Of the compounds above, 4 have two or more sulfur atoms:
item	Compound	GDH-TPI inh	FBA Mtb inh	PrPC TRFRET	BoNT F protease	UGM FP inh	CCHF vOTU inh	BioA inh	BoNT-A LC inh2	FadD28 binding
27	CSc1cccc(NC(=O)CSc2ccc(C)cc2)c1	0	2	7	-22	-0.2	9	-0.8	-0.9	0.3
35	CC1CCCCN1S(=O)(=O)c1ccc(S(=O)(=O)N2CCCC2)cc1 (configuration not stated)	-1	-2	4	-1	0.7	7	-1.2	-3.6	-2.5
38	Cc1csc(NC(=O)C2CCCCN2S(=O)(=O)c2ccccc2)n1 (configuration not stated)	1	1	-4	-1	-1.3	-2	/	-0.6	-1.1
44	CSc1cccc(NC(=S)N2CCC(N(C)C3CCCC3)CC2)c1	-1	0	2	-4	-0.9	5	1.2	0.5	-5.2

Returning to the listing with the seven entries that preceded the break.
item	Compound	GDH-TPI inh	FBA Mtb inh	PrPC TRFRET	BoNT F protease	UGM FP inh	CCHF vOTU inh	BioA inh	BoNT-A LC inh2	FadD28 binding
44	CSc1cccc(NC(=S)N2CCC(N(C)C3CCCC3)CC2)c1	-1	0	2	-4	-0.9	5	1.2	0.5	-5.2
45	CSc1ncc2c(=O)[nH]c(-c3ccccc3)nc2n1	19	1	-4	14	1.5	0	-0.9	0.5	-2.5
46	O=C(N/N=C/c1ccc(N2CCOCC2)cc1)c1ccncc1	26	-1	-3	-31	-5.1	17	-3.3	-0.6	0.2
47	CCCCn1c(O)c(/C(CC)=N/N2CCCCC2c2cccnc2)c(=O)[nH]c1=S (configuration not stated)	24	2	13	-5	-1.4	3	-1.1	0.7	-1.7
48	Cc1ccc(CCN2CC(C(=O)N3CCC4(CC3)OCCO4)CC2=O)cc1 (configuration not stated)	7	-1	-4	3	1.5	-3	/	-0.6	-2.9
49	COc1cccc(NC(=O)Nc2cccc(C)n2)c1	-7	1	-2	-30	2.5	-6	1.3	-0.6	-0.8
50	COc1ccc(Cc2nnc(NC(=O)c3c(-c4ccccc4)noc3C)s2)cc1	-7	3	6	-1	2.0	-6	0.6	-0.4	-9.3
51	CC(=O)N1CCN(c2ccc(NCc3ccccc3)cc2)CC1	-5	-6	-28	-40	1.1	0	/	0.0	0.5
52	O=C(Nc1nnc([C@@H]2C[C@H](O)[C@@H](CO)O2)s1)Nc1cccc2ccccc12	12	9	-6	-6	/	16	0.6	-0.2	0.0
53	CCN(CC(=O)Nc1ccc(S(=O)(=O)N2CCCCC2)cc1)Cc1ccccc1	6	4	2	/	2.8	14	0.9	/	-2.9
54	CCCCNc1c(-c2ccc(-c3ccc(C(C)=O)cc3)c(OC)c2)nc2cnccn12	34*	15	/	-19	-0.5	/	9.2	0.9	-1.2
55	CCN=C1SC(C(=O)Nc2cc(Cl)cc(Cl)c2)CC(=O)N1CC (configuration not stated)	-3	4	2	-2	0.1	14	-2.0	-0.3	-0.7
56	Cc1ccc(CCNC(=O)C2CCN(S(=O)(=O)N3CCCCC3)CC2)cc1	16	-3	3	25	2.3	-5	-1.4	12	-1.4
57	O=C(Nc1ccccc1)Nc1ccc(Nc2ccccc2)cc1	-1	-2	18	-4	0.4	3	-1.6	-1.4	-2.5
58	C[C@H]1COc2cccc(N3CCSCC3)c2S(=O)(=O)N1	/	/	-3	0	/	-3	/	-1.1	/
59	O=C(CCl)Nc1ccc2c(c1)OCO2	2	-1	8	-6	0.4	-2	-1.1	-0.6	-3.5
